hIAP activ: increases human intestinal alkaline phosphatase activity; purified human IAP, CDP-Star luminescence, 30 min; active compounds read high; 1 = vehicle-only enzyme, 0 = enzyme-free background; actives 0.16% (n = 330,000); P09923; activation factor at 10 µM; AID 2524;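 active = activation factor of the enzyme at least 2-fold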; also: the source names both 10 and 20 µM as test concentration; values of inactives mirror those of a sister screen read the other way
Target sequence (P09923 whole entry, looked up): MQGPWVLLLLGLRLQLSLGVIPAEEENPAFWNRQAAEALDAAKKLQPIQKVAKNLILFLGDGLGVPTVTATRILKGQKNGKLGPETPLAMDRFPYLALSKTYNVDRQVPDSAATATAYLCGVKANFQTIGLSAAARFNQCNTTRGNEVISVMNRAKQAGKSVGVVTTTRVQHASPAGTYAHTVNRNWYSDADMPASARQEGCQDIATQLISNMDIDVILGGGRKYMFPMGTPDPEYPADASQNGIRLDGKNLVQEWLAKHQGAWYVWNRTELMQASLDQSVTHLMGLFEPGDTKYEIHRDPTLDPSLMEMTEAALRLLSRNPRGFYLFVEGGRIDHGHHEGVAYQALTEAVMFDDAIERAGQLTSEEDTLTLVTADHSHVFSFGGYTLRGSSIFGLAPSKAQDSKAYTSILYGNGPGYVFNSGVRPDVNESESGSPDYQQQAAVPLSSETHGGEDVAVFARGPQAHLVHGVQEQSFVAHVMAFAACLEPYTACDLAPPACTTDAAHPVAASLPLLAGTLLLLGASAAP
PfGluPho inh: PfG6PD (Plasmodium falciparum) enzyme inhibition; PfGluPho enzyme, NADPH resazurin-diaphorase fluorescence; actives 0.78% (n = 350,000); inhibition, % at 20 µM;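 active = inhibition reaching at least a set limit at 20 µM in the primary screen, cut at about 59% in these data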;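 also: 0% = DMSO wells with substrate and 100% = DMSO wells lacking glucose-6-phosphate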
SENP6 block: inhibitors of human SENP6 protease | Recombinant SENP6 catalytic domain, aminoluciferin luminescence | AID 2599 | inhibition, % at 10 µM | Q9GZR1 | actives 1.8% (n = 330,000);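 active = inhibition above about 50% at the single tested dose, limit read from the data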;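 also: plate controls were DMSO wells with enzyme for no effect and DMSO wells lacking enzyme for full effect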
SENP1 inh: inhibitors of human SENP1 SUMO protease catalytic domain; Q9P0U3; recombinant SENP1 catalytic domain, CyPet-SUMO1-YPet FRET cleavage; inhibition, % at 10 µM; AID 624204; actives 0.21% (n = 360,000);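 active = inhibition at least 30% at 10 µM, raw YFP signal under a set limit, fluorescence ratio 0.5 to 1.5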;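 also: 0% = enzyme with DMSO and 100% = no enzyme wells; some results filed as inactive read as strong as hits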
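Compound: 10 µM single point, 0.5% DMSO; Test system: hSENP1 catalytic domain, recombinant; Timing: 50 min reaction at room temperature; Technique: FRET, CFP and YFP emission; Control set: no-enzyme wells low, DMSO-plus-enzyme wells high control.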
GRIN3A LBD mod: NR3A (human) ligand-binding domain modulation. NR3A LBD differential scanning fluorimetry, Tm shift; 0% = protein alone, 100% = glycine-bound protein. Tm shift relative to glycine control, % at 25 µM. actives 2.5% (n = 340,000);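 active = melting temperature shift of at least 10% of the positive control shift, at one fixed dose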
MPTP inh: blocks calcium-induced mitochondrial swelling; isolated mouse mitochondria, Ca2+ swelling absorbance, 30 min; inhibition, % at 10 µM; actives 1.4% (n = 360,000); AID 602449;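 active = inhibition of 50% or more, scaled per plate between neutral and stimulator controls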;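 also: 0% = DMSO wells given calcium and 100% = 1 mM EGTA wells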
SENP8 block: blocks human SENP8 cleavage of Nedd8 substrate. Q96LD8. recombinant SENP8, Nedd8 substrate fluorescence. inhibition, % at 20 µM. actives 0.64% (n = 360,000). AID 602440; in the data active = inhibition mostly above about 40%, no sharp cut-off; inactive = mostly below about 27%
ATG4B inh: inhibitors of human ATG4B cysteine protease | Q9Y4P1 | ATG4B cleavage of LC3-PLA2, NBD-HPC fluorescence, 1 h | inhibition, % at 8.33 µM | actives 0.51% (n = 340,000) | AID 504462; in the data active = inhibition above about 40%
Target sequence (Q9Y4P1 whole entry, looked up): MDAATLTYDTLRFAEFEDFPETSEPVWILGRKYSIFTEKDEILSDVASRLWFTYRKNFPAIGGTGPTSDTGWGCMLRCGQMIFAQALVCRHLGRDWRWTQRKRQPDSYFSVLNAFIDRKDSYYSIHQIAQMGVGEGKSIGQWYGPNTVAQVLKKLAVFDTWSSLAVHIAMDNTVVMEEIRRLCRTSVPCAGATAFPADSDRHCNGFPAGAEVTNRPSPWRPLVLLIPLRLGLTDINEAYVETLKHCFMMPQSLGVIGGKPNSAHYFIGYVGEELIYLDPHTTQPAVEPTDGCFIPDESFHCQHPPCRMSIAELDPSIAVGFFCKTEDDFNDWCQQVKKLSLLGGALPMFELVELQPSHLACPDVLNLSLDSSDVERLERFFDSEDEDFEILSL
Active calls of the source: *; . = no result given.

# | SMILES | hIAP activ | PfGluPho inh | SENP6 block | SENP1 inh | GRIN3A LBD mod | MPTP inh | SENP8 block | ATG4B inh
1 | CCn1c(CN2CCC(C)CC2)nc2cc(S(=O)(=O)N3CCCCC3)ccc21 | . | 16 | . | -4 | . | 28 | -42 | .
2 | Cc1nc2c(c3c1[nH]c1ccccc13)C(O)CC(C)(C)C2 (configuration not stated) | 0.94 | -4 | 14 | -9 | -2 | -0.4 | -326 | -7
3 | Cc1ccsc1/C=N/n1c(-c2ccncc2)n[nH]c1=S | 1.2 | 36 | 1 | 2 | -8 | 0.4 | 14 | -1
4 | Nn1c(Cc2ccc(F)cc2)n[nH]c1=S | 0.98 | 31 | -12 | 5 | 0 | -2.9 | 4 | 0
5 | CCN1C(=NCCCCO)N[C@@H](c2cccc(F)c2)C(C(=O)OC)=C1C | 1.1 | 8 | -2 | -1 | 0 | 0.4 | 18 | 6
6 | CC1Cc2ccccc2N1S(=O)(=O)c1cccc(C(=O)N2Cc3ccccc3CC2C(N)=O)c1 (configuration not stated) | 1.1 | 7 | 1 | 1 | 1 | -1.1 | 29 | 68*
7 | Cc1ccc(-c2nc3c(c(=O)[nH]c(=O)n3Cc3ccccc3)n2C)o1 | . | 21 | . | -21 | -2 | 2.9 | -401 | -1
8 | Cc1ccc(C(=O)OCC(=O)c2c[nH]c3ccccc23)cc1 | 1.2 | 7 | -48 | -25 | -2 | -0.2 | -8 | 7
9 | O=C(Nc1ccc(Br)cc1)c1cccnc1N1CCCCC1 | 1 | 3 | -2 | -4 | 0 | -0.2 | -69 | -1
10 | CC1=CC(C)=Nc2ccccc2N1 | 1 | -18 | 0 | 6 | -1 | 0.5 | -10 | -4
11 | COC1=C(N)C(=O)c2nc(-c3nc(C(=O)O)c(C)c(-c4ccc(OC)c(OC)c4O)c3N)ccc2C1=O | 1.1 | 93* | 80* | . | -4 | . | . | 69*
12 | Fc1ccccc1-c1nc(-c2cnccc2C(F)(F)F)no1 | 1.4 | -9 | -10 | 0 | -3 | 1.5 | -1 | 9

As entered above.
For MPTP inh, compound 9 is listed with -0.2
For ATG4B inh, compound 3 is listed with -1

Following part:
# | SMILES | hIAP activ | PfGluPho inh | SENP6 block | SENP1 inh | GRIN3A LBD mod | MPTP inh | SENP8 block | ATG4B inh
13 | C=CCN1C(=O)C(CC(=O)Nc2ccccc2)S/C1=N/c1nccs1 (configuration not stated) | 0.89 | -2 | 3 | 1 | 2 | 1.3 | 17 | 8
14 | Cc1cc(Cl)ccc1NC(=S)NCc1ccc(F)cc1 | 0.85 | -5 | 0 | 1 | -12 | 42 | 10 | 11
15 | Cc1cccc(NC(=S)NCc2ccccn2)c1 | 1 | -3 | -5 | -3 | 3 | -0.6 | -5 | -3
16 | COc1cc(Cl)c(C)cc1NC(=O)c1ccccc1NC(=O)CN1CCN(c2ccccn2)CC1 | . | 18 | . | 1 | -9 | 1.8 | -172 | -10
17 | CCn1cc(CNCc2c(C(=O)N3CCCCC3)nc3c(C)cccn23)cn1 | 0.97 | -4 | -6 | -5 | -2 | -0.7 | -4 | 1
18 | COc1cccc(CNC(=O)Nc2cccs2)c1 | 1.1 | 31 | -8 | -3 | 0 | 0.4 | -22 | -6
19 | O=C(CNCCO)N1N=C(c2cccs2)CC1c1cccs1 (configuration not stated) | 0.98 | 12 | -7 | -4 | -2 | 0.0 | -75 | 9
20 | CCCCC1=CC2=C(c3ccco3)C(=O)C(C)(OC(=O)c3ccc(OC)cc3)C(=O)C2=CN1c1ccc(OC)cc1 (configuration not stated) | 0.93 | 19 | 7 | 35 | -1 | 0.9 | 6 | 11
21 | Cc1ccc(C(=O)OCC(=O)N2CCC(c3ccccc3)=N2)c(C)c1 | 1 | 17 | -17 | 1 | -2 | 0.5 | 14 | 4
22 | Cc1cccc(-c2nc(CSCC(=O)NCc3cccs3)c(C)o2)c1 | 0.88 | -12 | -5 | 1 | 2 | -0.8 | 27 | -9
23 | COc1ccc([N+](=O)[O-])c(S(=O)(=O)c2ccccc2)n1 | 0.84 | 16 | -1 | 0 | 2 | 2.8 | 18 | -2
24 | O=C(CCNS(=O)(=O)c1cccs1)Nc1ccccc1F | 1.1 | 5 | -10 | -3 | 1 | 0.5 | -1 | -12

Four entries out of the list above, sorted by their value in hIAP activ, rising:
| No. | Molecule | hIAP activ | PfGluPho inh | SENP6 block | SENP1 inh | GRIN3A LBD mod | MPTP inh | ATG4B inh |
| --- | --- | --- | --- | --- | --- | --- | --- | --- |
| 14 | Cc1cc(Cl)ccc1NC(=S)NCc1ccc(F)cc1 | 0.85 | -5 | 0 | 1 | -12 | 42 | 11 |
| 22 | Cc1cccc(-c2nc(CSCC(=O)NCc3cccs3)c(C)o2)c1 | 0.88 | -12 | -5 | 1 | 2 | -0.8 | -9 |
| 19 | O=C(CNCCO)N1N=C(c2cccs2)CC1c1cccs1 (configuration not stated) | 0.98 | 12 | -7 | -4 | -2 | 0.0 | 9 |
| 18 | COc1cccc(CNC(=O)Nc2cccs2)c1 | 1.1 | 31 | -8 | -3 | 0 | 0.4 | -6 |

(more compounds)
# | SMILES | hIAP activ | PfGluPho inh | SENP6 block | SENP1 inh | GRIN3A LBD mod | MPTP inh | SENP8 block | ATG4B inh
25 | O=C(CN1C(=O)NC(Cc2c[nH]c3ccccc23)C1=O)Nc1cccc(S(=O)(=O)N2CCCCCC2)c1 (configuration not stated) | 1 | 26 | -31 | 3 | 16* | -0.7 | 21 | -17
26 | O=C(NCCc1ccccc1)C1CCCN1C(=O)Nc1ccc(F)cc1 (configuration not stated) | 1.1 | -4 | 10 | 0 | 1 | 0.4 | 28 | -3
27 | Cc1ccc(NC(=O)Nc2cccc(C)n2)cc1 | 1 | 7 | 19 | 3 | 0 | 1.5 | 10 | 1
28 | Cn1c(=O)[nH]c(=O)c2c1nc(Br)n2C/C=N/Nc1ccccc1 | 0.99 | 3 | -2 | 1 | 0 | 0.3 | 2 | -1
29 | CC1(C)Cc2c(c(-c3ccccc3)nc3[nH][nH]c(=O)c23)CO1 | 0.91 | -15 | -5 | 2 | -7 | -0.4 | -10 | 3
30 | Cc1ccc(CNC(=O)CS(=O)(=O)Cc2nc(-c3ccc(C)cc3)oc2C)cc1 | 1 | -10 | -12 | -2 | 0 | 2.0 | 21 | -1
31 | CN(C)Cc1ccccc1C1(O)c2ccccc2CSc2ccccc21 (configuration not stated) | 0.93 | -16 | -10 | 2 | 6 | 53* | 38 | -3
32 | Cc1noc(C)c1CN1C(=O)c2ccc([N+](=O)[O-])cc2C1=O | 0.94 | -12 | -2 | -1 | 1 | 0.3 | 14 | 0
33 | O=C(NNC(=O)c1ccccc1-n1cccc1)c1cccnc1 | . | 4 | . | 0 | . | -0.6 | 11 | .
34 | C=Cc1ccc(N=Cc2c(O)ccc3ccccc23)cc1 | 0.94 | 36 | 1 | -35 | 1 | 0.7 | -16 | 4
35 | O=C(NCCc1ccccc1)c1cc2sccc2n1Cc1ccccc1 | 0.85 | 18 | 6 | -5 | -14 | -1.0 | 12 | 2
36 | Cc1cccc(-c2nnc3sc(-c4ccccc4)nn23)c1 | 1 | 0 | 4 | 0 | 0 | -0.5 | 8 | -1

Some of these compounds in order of number of heavy atoms, low to high.
# | SMILES | hIAP activ | PfGluPho inh | SENP6 block | SENP1 inh | GRIN3A LBD mod | MPTP inh | SENP8 block | ATG4B inh
36 | Cc1cccc(-c2nnc3sc(-c4ccccc4)nn23)c1 | 1 | 0 | 4 | 0 | 0 | -0.5 | 8 | -1
29 | CC1(C)Cc2c(c(-c3ccccc3)nc3[nH][nH]c(=O)c23)CO1 | 0.91 | -15 | -5 | 2 | -7 | -0.4 | -10 | 3
28 | Cn1c(=O)[nH]c(=O)c2c1nc(Br)n2C/C=N/Nc1ccccc1 | 0.99 | 3 | -2 | 1 | 0 | 0.3 | 2 | -1
35 | O=C(NCCc1ccccc1)c1cc2sccc2n1Cc1ccccc1 | 0.85 | 18 | 6 | -5 | -14 | -1.0 | 12 | 2
30 | Cc1ccc(CNC(=O)CS(=O)(=O)Cc2nc(-c3ccc(C)cc3)oc2C)cc1 | 1 | -10 | -12 | -2 | 0 | 2.0 | 21 | -1

Later entries.
# | SMILES | hIAP activ | PfGluPho inh | SENP6 block | SENP1 inh | GRIN3A LBD mod | MPTP inh | SENP8 block | ATG4B inh
37 | CC(=O)c1ccc(NC(=O)C2CCCNC2=O)cc1 (configuration not stated) | 0.8 | -17 | -12 | -54 | -1 | -0.9 | 27 | -1
38 | CC(C)c1ccc(/C=C/C2=NNC(=O)CC2)cc1 | 0.86 | 12 | 48 | 1 | -2 | -0.7 | 3 | -2
39 | O=C(COc1ccccc1F)Nc1ccccc1C(=O)NC1CC1 | 0.91 | -11 | 12 | 2 | 1 | 1.2 | -3 | -1
40 | Cc1ccc(NC(=O)CN2C(=O)S/C(=C\C(=O)Nc3ccc(Cl)cc3)C2=O)cc1 | . | -11 | . | 25 | -7 | 2.3 | 12 | -8
41 | Cc1cc(C)n2nc(SCC(=O)Nc3ccccc3F)nc2n1 | 0.98 | -13 | -4 | -6 | -1 | -2.0 | 0 | -4
42 | COc1ccc(Cc2nc3ccc(C(=O)N(C)CCc4cnn(C)c4)cc3o2)cc1OC | 0.98 | -2 | -3 | -2 | 2 | -0.2 | 2 | 6
43 | CCNC(=O)COc1ccc(CC)cc1 | 1 | 34 | -7 | 1 | 2 | 0.3 | 17 | 30
44 | O=C(O)CC(SCC(=O)Nc1ccc(Cl)c(S(=O)(=O)N2CCOCC2)c1)C(=O)O (configuration not stated) | 1.1 | -1 | -4 | 0 | -1 | -0.7 | 10 | -7
45 | O=C(CSc1nnc(CNC(=O)c2ccccc2F)o1)Nc1ccc2c(c1)OCCO2 | 1.1 | -3 | -2 | 1 | 1 | -2.5 | 6 | -10
46 | C[C@H](CO)N1C[C@H](C)[C@@H](CN(C)C(=O)Nc2ccccc2)Oc2ncc(C#CC3CCCCC3)cc2C1=O | . | 30 | . | 0 | . | 2.2 | 5 | .
47 | COc1ccc(/C=C(\NC(=O)c2ccc(OC)cc2)C(=O)Nc2cccc(C(=O)O)c2)cc1 | 1.2 | -55 | -22 | -2 | -1 | 4.8 | 9 | 8
48 | CCN(C(=O)c1cccc(NC(=O)c2ccccc2)c1)C1CCCCC1 | 1.1 | 19 | -3 | 1 | 2 | 0.7 | 4 | 13
49 | c1cncc(-c2nc(NCc3cccs3)c3ccccc3n2)c1 | 1 | 8 | -7 | 0 | -14 | -4.6 | -20 | -13
50 | CCC1(c2ccccc2)NC(=O)N(CC(=O)NC2(C#N)CCCCC2)C1=O (configuration not stated) | 1.2 | -2 | -18 | -1 | 0 | 0.3 | 15 | 1
51 | O=C(NC(=S)Nc1ccc(Br)cc1)C1CCCCC1 | 0.96 | 8 | -7 | -1 | 2 | 0.8 | 2 | -2
52 | CC(=O)c1c(COC(=O)c2cccc(C)c2)nc2ccccc2[n+]1[O-] | 1.1 | 2 | -9 | -4 | -1 | 0.3 | 9 | -1
53 | CCOc1ccc(Br)cc1S(=O)(=O)Nc1ccc(Cl)c(S(=O)(=O)N(CC)c2ccccc2)c1 | 0.87 | -29 | 8 | 0 | 13* | 6.7 | 9 | 1
54 | O=C(CC(=O)OCc1ccccc1)OCc1ccccc1 | . | 4 | . | 3 | 1 | -0.9 | 28 | -6
55 | CN(Cc1ccc(F)cc1)C(=O)c1cc(S(=O)(=O)N2CCCCC2)ccc1N1CCOCC1 | 1.1 | 11 | -2 | 1 | 4 | -0.5 | 0 | 1
56 | Cc1ccc(C(=O)OCC(=O)NNC(=O)c2ccc([N+](=O)[O-])cc2)o1 | 0.99 | 4 | -9 | 1 | 0 | -2.7 | 15 | 0
57 | O=c1c2nnn(-c3ccc(Br)cc3)c2ncn1Cc1ccccn1 | 0.88 | 4 | 2 | -2 | -1 | -0.5 | 8 | -2
58 | COc1ccc(-n2cc(-c3ccccc3)[nH]c2=S)cc1 | 0.79 | 38 | 41 | 0 | -1 | -0.1 | -5 | 2
59 | CS(=O)(=O)N(CCc1ccccc1)CC(=O)NCc1ccco1 | 1.1 | 0 | -12 | -2 | -3 | -2.9 | 32 | -8
60 | CCc1nnc(NC(=O)c2oc3ccc(Br)cc3c2C)s1 | 1.1 | -13 | -8 | -6 | -1 | 0.0 | -83 | 10

Source: PubChem (Sanford-Burnham Center for Chemical Genomics)
